Source: PubChem BioAssay
Pf apPOL inh – Pf-apPOL inhibitors, biochemical, fluorescence; inhibition, % at 10 µM; Recombinant Pf-apPOL, molecular beacon fluorescence, 1.5 h; Plasmodium falciparum apicoplast DNA polymerase (apPOL); 210,000 tested, 0.25% active
mHTT-CaM PPI inh – mutant huntingtin-calmodulin interaction inhibitors – biochemical, AlphaScreen, primary screen | inhibition, % at 15 µM | AlphaScreen His-mHTT/GST-CaM binding, luminescence | AID 1671202, 2021 | P42858 | 190,000 tested, 3.6% active;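 note: 0% = both proteins with DMSO and 100% = one protein alone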
* hit, by the source's call; i = inactive; . = no result given; & = joins results of further samples. Cut-off read from the data, not from the text of the source: active = inhibition above about 50%; inactive = the rest. No enrichment for hits; about 3.5% have a hit in one of these screens.

Values in the order: Pf apPOL inh, mHTT-CaM PPI inh
Cc1cccc(N2CCN(C(=O)C3CC(=O)N(CCc4ccccc4)C3)CC2)c1 (stereo not given)
→ -7, 19
COc1ccc(NC(=O)C2CCN(c3cncnc3N3CCCC3)CC2)c(C)c1
→ 0, 12
Cc1ccc(-n2c(SCC(=O)Nc3ccccc3C(F)(F)F)nc3c(c2=O)SCC3)cc1
→ -11, -1
Cc1ccc(-c2n[nH]c3c2CN(C(=O)c2cccnc2)CC3)cc1
→ -12, -2
Cc1cc(OCC(=O)Nc2cccc(C)c2C)nc(N2CCCC2)n1
→ -3, -4
CCCC1CCC2(CC1)CC[C@@H]2OC(=S)Nc1ccccc1OC (stereo not given in full)
→ -6, -47
O=C(c1ccc([N+](=O)[O-])o1)N1CCCN(c2ccc(C(F)(F)F)cc2[N+](=O)[O-])CC1
→ -91, .
O=C(NCCc1ccccc1)C1CC(=O)N(C2CCCC2)C1 (stereo not given)
→ -2, -6
CNC(=O)C(=O)Nc1ccc(C(C)C)cc1
→ 10, -6
O=C(C1CCN(Cc2ccc(Cl)cc2)CC1)N1CCN(Cc2ccc3c(c2)OCO3)CC1
→ -6, 27
COc1ccc(Cl)cc1NC(=O)N1CC=C(c2cn(C)c3ncccc23)CC1
→ -2, 33
O=C(c1ccc(Br)o1)N1CC2CN(S(=O)(=O)c3ccccc3)CC(C1)O2
→ -6, -8
O=C(N/N=C/c1ccc[nH]1)c1ccc(C(=O)N/N=C/c2ccc[nH]2)o1
→ ., i
O=C(CSc1nc(-c2ccccc2)ns1)N1CCN(c2ccccc2)CC1
→ -8, 2
O=C(Cn1c(N2CCCCC2)nc2ccccc2c1=O)NCc1ccc(F)cc1F
→ -4, -3

3 of these compounds in another layout.
| canonical_smiles | Pf apPOL inh | mHTT-CaM PPI inh |
| --- | --- | --- |
| Cc1ccc(-n2c(SCC(=O)Nc3ccccc3C(F)(F)F)nc3c(c2=O)SCC3)cc1 | -11 | -1 |
| Cc1ccc(-c2n[nH]c3c2CN(C(=O)c2cccnc2)CC3)cc1 | -12 | -2 |
| Cc1cc(OCC(=O)Nc2cccc(C)c2C)nc(N2CCCC2)n1 | -3 | -4 |

More results:
Values in the order: Pf apPOL inh, mHTT-CaM PPI inh
O=C(O)CCc1nn2c3ccccc3n(Cc3ccccc3)c2nc1=O
→ -10, -2
COc1cccc(CNc2ccc3c(c2)CCC3)c1
→ 2, 67*
O=C(NCc1cccc(F)c1)c1ccc(NC(=O)C2CC2)cc1N1CCCCC1
→ -1, 10
Cc1ccc(Cl)c(OCCN(C)C)c1
→ -5, 0
CCOc1ccc(C2C(=O)N(C3CCCCC3)CC(=O)N2CC2CCCO2)cc1OC (stereo not given)
→ -10, 5
Cc1nc(-c2ccccc2)sc1C(=O)NNC(=O)c1c(C)noc1C
→ -10, .
CS(=O)(=O)Nc1ccc(C(N)=NOC(=O)c2ccccc2Cl)cc1
→ -6&-24, .
FC(F)(F)c1ccnc(Oc2ccc(I)cc2)n1
→ -2, .
CCN1C(=O)CCc2cc(C(=O)NC(C)C)ccc21
→ 4, -1
Cc1ccc(NC(=O)CN2CCC(c3nc(-c4ccccc4)no3)CC2)c(C)c1
→ -1, -3
COc1ccc(OC)c(N(CC(=O)NC(C)C)S(=O)(=O)c2ccccc2)c1
→ -1, 0
COc1ccc(C2=NN3C(C2)c2ccccc2OC32CCCCC2)cc1 (stereo not given)
→ -12, 25
CC1CCN(Cc2nc(C(=O)NCc3ccccc3F)co2)CC1
→ -2, 1
CC1(O)CCN(Cc2cc(F)c(F)cc2F)CC1N1CCCC1 (stereo not given)
→ -1, 4
CC(C)c1ccc(NC(=O)CN2C(=O)C3(OCCCO3)c3ccccc32)cc1
→ -8, -2

A draw from above in order of number of heavy atoms, ascending:
Values in the order: Pf apPOL inh, mHTT-CaM PPI inh
COc1cccc(CNc2ccc3c(c2)CCC3)c1
→ 2, 67*
CC1CCN(Cc2nc(C(=O)NCc3ccccc3F)co2)CC1
→ -2, 1
COc1ccc(C2=NN3C(C2)c2ccccc2OC32CCCCC2)cc1 (stereo not given)
→ -12, 25

The listing picks up; the three compounds before the break are reprinted first.
Values in the order: Pf apPOL inh, mHTT-CaM PPI inh
CC1CCN(Cc2nc(C(=O)NCc3ccccc3F)co2)CC1
→ -2, 1
CC1(O)CCN(Cc2cc(F)c(F)cc2F)CC1N1CCCC1 (stereo not given)
→ -1, 4
CC(C)c1ccc(NC(=O)CN2C(=O)C3(OCCCO3)c3ccccc32)cc1
→ -8, -2
Cc1ccc(NC(=O)c2cc3cc(Cl)ccc3oc2=N)cc1
→ -1, 0
CSc1nc(-c2ccccc2)ccc1C#N
→ -6, -13
COc1ccc(C(O)=C2C(=O)C(=O)N(CCN(C)C)C2c2ccccc2)cc1Cl (stereo not given)
→ -4, 1
Cc1ccccc1/C=C1/SC(=Nc2ccc(F)cc2)NC1=O
→ 0, 13
Cc1cc(C)n(CCN(C(=O)c2cccs2)c2nc3ccccc3s2)n1
→ 0, 0
CCCC(=O)N1CCc2cn(CC)c3cccc(c23)C1
→ -2, 14
Cc1onc(-c2ccccc2Cl)c1C(=O)Nc1cnn(Cc2ccccc2)c1
→ -4, 0
Cc1cc(=O)n2c(-c3ccc(NS(=O)(=O)c4cccnc4)cc3)csc2n1
→ 1, 16
Cc1cc(C)n2nc(SCC(=O)Nc3ccc(Br)cc3)nc2n1
→ -11, 46
COc1cc([N+](=O)[O-])ccc1N1C(=O)CC(Sc2ccc(C)cc2)C1=O (stereo not given)
→ 0, 13
CCC(C)c1ccc(NC(=O)CN2C(=O)c3ccccc3C2=O)cc1 (stereo not given)
→ 2, 2
CC(C)CC(=O)N1CCN(Cc2noc(-c3ccc(F)cc3)n2)CC1
→ -3, 18
CC1(C)OCC2(CO1)CN(C(=O)C=Cc1ccccc1)C2
→ -10, -3
COc1cc(NC(=O)N2CCCC2c2ccc(Cl)cc2)cc(OC)c1OC (stereo not given)
→ 0, 10
COc1ccc(C2C(C(C)=O)=C(O)C(=O)N2c2ccc(Br)cc2)c(OC)c1 (stereo not given)
→ -1, 11
NS(=O)(=O)c1ccc(NC(=O)CSc2ccccn2)cc1
→ 5, -2
CC1CCCN(c2nc3ncnc(SCC(=O)Nc4ccccc4C(N)=O)c3s2)C1 (stereo not given)
→ -1, -8
COc1ccc(/C=N/OCC(=O)N2CC3(C)CC2CC(C)(C)C3)cc1OC (stereo not given)
→ 8, i
O=C(O)C1CCCCC1C(=O)Nc1nc(-c2ccc(F)cc2)cs1 (stereo not given)
→ 1, 4
O=C(O)CSc1nnc(Nc2ccccc2)n1-c1ccccc1
→ -8, .
COc1cccc(OC)c1C(=O)Nc1ncc([N+](=O)[O-])s1
→ -1, -2
COc1ccc([C@H]2C=C3CNS(=O)(=O)[C@H]3C[C@H]2OC(=O)c2ccc(C(F)(F)F)cc2)cc1
→ -10, 100*
COc1ccccc1CCC(=O)N1CCCC(c2nncn2C)C1 (stereo not given)
→ -4, -4
CC(=O)NC(c1ccc(Cl)cc1Cl)c1ccc2cccnc2c1O (stereo not given)
→ 2&-10, 100*
CC1CCc2cc(F)ccc2N1C(=O)c1ccc2c(c1)OCO2 (stereo not given)
→ 3, -2
Cc1cccc(NC(=O)CSc2nnc(CNC(=O)c3c(F)cccc3Cl)o2)c1C
→ -7, 2
CCn1cc(C2=CCN(C(=O)Nc3ccc(SC)cc3)CC2)c2cccnc21
→ -6, 12
Cc1cc([N+](=O)[O-])ccc1-c1ccc(/C=C2/NC(=O)NC2=O)o1
→ -4, 54*
COc1cc(C=C2Oc3cc(OCC=C(C)C)ccc3C2=O)cc(OC)c1OC
→ 2, -22
NC(=O)C1(N2CCCCC2)CCN(C(=O)c2ccc(C#CC3(O)CCCCC3)cc2)CC1
→ 6, 10
Cn1nc(-c2nc(-c3ccccc3)no2)c2c1CCN(C(=O)c1cc(F)ccc1Cl)C2
→ -2, 0
COc1ccc(CC2(C)OC(c3ccccc3)=NN2C(C)=O)cc1 (stereo not given)
→ 7, -13
Cc1ccc(CS(=O)(=O)N2CCc3c(c(COCc4ccccc4)nn3C)C2)cc1
→ -4, 22
CCNC(=O)NC1CCN(c2nc3ccccc3n(C)c2=O)CC1
→ 0, 3
Nc1nnc(SCc2ccccc2Cl)s1
→ 4, -9
COc1ccc(CNC(=O)CN2CCc3ccccc3C2C(=O)N2CCC(C)CC2)cc1 (stereo not given)
→ -2, 7
CCc1ccc(OCC(=O)Nc2ccc(C)c(C)c2)cc1
→ 14, -57
COc1cccc(NC(=O)N2CCC(c3cc(-c4cccc(C)c4)n[nH]3)CC2)c1
→ -6, 27
C=CCSc1nnc2c(n1)OC(c1cccs1)N(C(C)=O)c1ccccc1-2 (stereo not given)
→ -5, 24
COc1cc(Br)c(/C=C(\C#N)c2nc3ccc(C)cc3[nH]2)cc1OC
→ -3&-4, 27&10
Cc1ccc(-c2noc(-c3c(O)c4ccccc4n(C)c3=O)n2)cc1C
→ -1, -9
CCCc1nc2ccccc2c(N)c1CC
→ 0, -5
O=C(NCCSc1c[nH]c2ccccc12)C1CCCC1
→ -7, 14
O=C(Nc1ccccc1)c1cc([N+](=O)[O-])cc2c1-c1ccc([N+](=O)[O-])cc1C2=O
→ -4, -5
CC(=O)OCC1OC(c2nn[nH]n2)C(OC(C)=O)C(OC(C)=O)C1OC(C)=O (stereo not given)
→ -2, .
COC(=O)c1ccccc1NC(=O)C1CC(c2cc(OC)c(OC)c(OC)c2)=NO1 (stereo not given)
→ 1, 1
COc1cccc(CNC(=O)c2nnn3c2COC(c2ccc(C)cc2)C3)c1 (stereo not given)
→ 2, 4
Cc1cccc(NC(=O)c2nnn(-c3cccc(C(F)(F)F)c3)c2N)c1
→ 0, -6
COc1ccc(Br)cc1/C=C1/SC(N2CCOCC2)=NC1=O
→ -5, 1
CC(=Nc1ccccc1Br)c1sc2ccccc2c1O
→ -1, -4
O=C(NC(Nc1ccc(C(F)(F)F)cc1Cl)C(Cl)(Cl)Cl)c1cccnc1 (stereo not given)
→ 8, 0
COc1ccc(-n2nc(C(=O)Nc3ccc4c(c3)OCO4)c3ccccc3c2=O)cc1
→ -7, 3
COc1cccc(OC)c1OCCOc1ccccc1C
→ 2, -48
Cc1ccccc1OCc1nc(C#N)c(N2CCCC2)o1
→ -7, 13
Cc1cccc(CC(=O)N2CCc3c(c(-c4nc(C)no4)nn3C)C2)c1
→ 0, -1
COc1ccc(/C=C/C2=NC(=C\C=C\c3ccccc3)/C(=O)O2)cc1
→ -3, 33
c1ccc(-c2nnc(SCCC3OCCCO3)o2)cc1
→ -2, -6
NC(N)=NC(N)=Nc1ccc(F)cc1Br
→ 1, .
COCCN1C(=O)CCc2cc(NC(C)=O)ccc21
→ -6, -5
CC(=O)c1ccc(N=Cc2nc(-c3ccccc3)oc2O)cc1
→ -2, 7

More results follow.
Values in the order: Pf apPOL inh, mHTT-CaM PPI inh
COc1ccccc1CNC(=O)c1ccnc(N2CCNC(c3ccccc3)C2)c1 (stereo not given)
→ 11, 23
Cc1cc(-c2ccccc2)nc2cc(C(N)=O)nn12
→ 8&6, 27&18
COCCNC(=O)c1cc(-c2cccc(C)c2)on1
→ -2, -12
COc1ccc(S(=O)(=O)N(CCC#N)CC2CCCO2)cc1OC (stereo not given)
→ 0, .
O=C(C[n+]1cc(Br)cc(Br)c1)c1ccccc1
→ -1, 20
Cc1ccc(C(=O)Nc2cccc(-c3nc4ccccc4s3)c2C)cc1[N+](=O)[O-]
→ 2, 5
COc1cc(CCc2nnc(-c3cccs3)o2)cc(OC)c1OC
→ 1, .
CC(C)CNC(=O)N1CCc2c(c(-c3nc(-c4ccc(F)cc4)no3)nn2C)C1
→ -5, -2
COc1ccc(-c2cc(NS(=O)(=O)c3cnc[nH]3)n(C3CCS(=O)(=O)C3)n2)cc1 (stereo not given)
→ -8, -14
CCOc1ccc(C(=O)Nc2cccc(-c3nc4ncccc4o3)c2)cc1Br
→ -2, 4
COc1cc2c(cc1OC)C(C(=O)O)C(c1sccc1C)N(C)C2=O (stereo not given)
→ -5, 1
CC(C)CNC(=O)C1COC2(CCCCC2)N1C(=O)c1cc(F)cc(F)c1 (stereo not given)
→ 0, -4
COC(=O)C1CN(Cc2cn(CCC3OCCO3)nn2)CCS(=O)(=O)N1Cc1ccc(C)cc1 (stereo not given)
→ -2, 1
CCn1c(/C(C#N)=C/c2ccc(Br)cc2)nc2ccccc21
→ 3, -24
COc1ccc(NCN2C(=O)S/C(=C\c3ccccc3OC)C2=O)cc1Cl
→ -7, 25
Cc1cc(C)cc(NC(=O)N2CCCC2c2nc(-c3ccccc3)no2)c1 (stereo not given)
→ 0, -6
O=C(CNc1ccc(F)cc1)c1ccc(Br)cc1
→ -9, 15
CC(C)=CCOc1ccc2c(=O)c(-c3ccc(Cl)cc3)c(C)oc2c1
→ 1, 0
O=C(Nc1ccc(O)cc1C(=O)O)c1ccccc1I
→ -4, 5
CS(=O)(=O)N(CC(=O)N1CCCCC1)c1cc(C(F)(F)F)ccc1Cl
→ -4, -3
COC(=O)Nc1ccc(NC(C)=O)cc1
→ -4, -2
Cc1cccc(NC(=O)c2cccc(OC(C)C)c2)c1C
→ -2, -12
C#CC(CCN1CCCCC1)(OC)c1ccccc1 (stereo not given)
→ -10&-8, -2&0
Cc1ccc2[nH]c3c(c2c1)CCCC3NCCO (stereo not given)
→ -8, 16
Cc1cccc(NC2=C(n3nnc4ccccc43)C(=O)c3ccccc3C2=O)c1
→ 7, 10
Cc1c(-c2noc(-c3ccccc3F)n2)nnn1Cc1cccc(F)c1
→ 2, -9
Cc1ccc(CC(=O)N2CCC(CCOc3cccnc3)CC2)cc1
→ -2, 8
O=C(Nc1ccc(N2CCCN(C(=O)c3ccccc3F)CC2)nc1)C1CC1
→ -6, -1
CC(C)(C)C(=O)C(Cc1c(F)cccc1Cl)C(=O)C(C)(C)C
→ -9, .
N#Cc1c(NC(=O)c2cccc(Cl)c2)sc2c1CCCC2
→ -2, 3
Cc1ccccc1C1=N/C(=C/c2ccccc2C(F)(F)F)C(=O)O1
→ -3, 2
Cc1nn(C)c(NCCCN2CCOCC2)c1[N+](=O)[O-]
→ -7&-5, .
Cc1cc(/C=C2\SC(=O)N(C)C2=O)c(C)n1-c1ccncc1
→ -8, 10
COc1ccccc1-c1nc(C2CCN(C(=O)Cc3cccs3)CC2)no1
→ -3, 24
